E coli growth = reduces bacterial viability in AddAB counter-screen | inhibition, % at 11.9 µM | AID 449728 | 330,000 tested, 0.27% active | E. coli V3065 growth, OD600 absorbance, 18 h;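 active = inhibition above the campaign's mean inhibition across all tested compounds plus 3 SD, cut at about 9.9% in these data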;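 also: uninfected addAB+ strain grown without phage in ampicillin broth; 0% = DMSO wells and 100% = ciprofloxacin 0.95 µg/ml wells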
Arrestin-AP2 inh = inhibitors of human beta-arrestin and AP2 interaction. FITC-arrestin peptide / GST-AP2 beads, flow cytometry; AP2 beta2 appendage carries R879A mutation. inhibition, % at 10 µM. 340,000 tested, 0.31% active. AID 504490;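 active = inhibition above a set limit, near 3 SD of compounds lacking own fluorescence, cut at about 54% in these data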;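 also: plate controls were DMSO wells for no effect and 5 µM unlabelled arrestin peptide for full effect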
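test system = AP2 appendage R879A on GSH beads | buffer or medium = PBS plus Tween 20 (0.05%) and BSA (0.1%) | incubation = 12 min plus 1 h, RT | detection = bead flow cytometry, FITC channel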
DSG3 Ab inh = human desmoglein-3 autoantibody binding inhibition. P32926. DSG3-coupled beads, scFv-anti-DSG3-GFP binding, flow cytometry; stronger effect = lower value. binding (percent of control), % at 10 µM. 310,000 tested, 0.48% active. AID 588358;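 active = binding more than 3 SD below its plate's average and above zero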;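 also: hits lower antibody fragment binding to DSG3; some compounds called inactive have numbers as strong as hits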
Target sequence (P32926 whole entry, looked up, the tested form may be a part): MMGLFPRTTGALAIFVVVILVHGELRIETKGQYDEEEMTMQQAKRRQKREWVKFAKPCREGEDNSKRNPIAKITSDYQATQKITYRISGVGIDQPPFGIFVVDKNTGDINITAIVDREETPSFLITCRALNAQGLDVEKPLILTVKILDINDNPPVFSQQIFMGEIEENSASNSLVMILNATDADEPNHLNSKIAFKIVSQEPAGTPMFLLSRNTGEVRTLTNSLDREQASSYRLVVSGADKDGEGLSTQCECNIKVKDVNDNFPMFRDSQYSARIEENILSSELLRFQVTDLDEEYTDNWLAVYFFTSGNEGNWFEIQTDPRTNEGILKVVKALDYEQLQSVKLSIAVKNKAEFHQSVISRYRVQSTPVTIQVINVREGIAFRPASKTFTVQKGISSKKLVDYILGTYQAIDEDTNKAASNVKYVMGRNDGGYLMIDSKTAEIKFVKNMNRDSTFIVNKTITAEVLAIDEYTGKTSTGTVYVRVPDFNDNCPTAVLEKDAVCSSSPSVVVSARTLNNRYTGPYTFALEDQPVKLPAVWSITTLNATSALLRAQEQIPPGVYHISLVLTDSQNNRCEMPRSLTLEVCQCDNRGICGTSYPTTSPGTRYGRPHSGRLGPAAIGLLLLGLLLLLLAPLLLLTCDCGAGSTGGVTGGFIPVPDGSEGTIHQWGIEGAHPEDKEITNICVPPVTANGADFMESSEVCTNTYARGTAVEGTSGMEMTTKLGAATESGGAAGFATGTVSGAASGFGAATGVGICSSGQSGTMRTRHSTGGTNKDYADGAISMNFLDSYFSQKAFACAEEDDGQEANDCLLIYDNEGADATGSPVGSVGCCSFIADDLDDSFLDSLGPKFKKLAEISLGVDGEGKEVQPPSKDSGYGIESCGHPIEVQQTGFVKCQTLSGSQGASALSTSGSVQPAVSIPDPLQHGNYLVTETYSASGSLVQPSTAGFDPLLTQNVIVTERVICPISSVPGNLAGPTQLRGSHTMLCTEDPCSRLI
SUMO Mot1 rescue = SUMOylation pathway inhibition by Mot1-301 growth rescue; S. cerevisiae Mot1-301 growth rescue, ATP luminescence, 38.5C; percent above DMSO median, 100 means doubled; growth rescue, % at 18.8 µM; 320,000 tested, 1% active;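 active = every valid replicate shows activation above 250% relative to neutral control wells; inactive = the rest, any valid replicate at or below 250%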;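 also: OY570 slx delta 5 strain wells were the positive control but not used for scaling; some compounds called inactive have numbers as strong as hits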
Tat export inh = inhibitors of E. coli Tat protein transport; AID 488895; 340,000 tested, 0.036% active; inhibition, % at 10 µM; E. coli MC4100 TorA-mCherry Tat export, fluorescence;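 active = mean replicate inhibition at least 50% and at least half of replicates individually reaching 50%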;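 also: exported cargo escapes ClpAP degradation while cytoplasmic cargo is degraded and loses fluorescence; 0% = median of neutral control wells and 100% = median of NaSCN control wells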
AddAB inh = less growth of phage-infected E. coli with AddAB | 330,000 tested, 0.29% active | E. coli expressing H. pylori AddAB, absorbance growth | AID 435030 | inhibition, % at 11.9 µM; in the data active = inhibition above about 12%;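 also: 0% = vehicle wells of infected cells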
PfHsp90 yeast 2 = reduces growth (ATP signal) of yeast expressing P. falciparum Hsp90. S. cerevisiae expressing PfHsp90, BacTiter-Glo ATP, 48 h; yeast lacking PDR1 and PDR3 efflux regulators. inhibition, % at 9.4 µM. 310,000 tested, 0.32% active;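 active = every replicate shows inhibition above about 80%, whatever the replicate mean, limit read from the data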;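 also: 0% = DMSO neutral controls and 100% = 20 µM radicicol positive controls; yeast relying on Plasmodium falciparum Hsp90 in place of its own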
phage Ecoli inh = E. coli growth loss with phage present; growth absorbance; inhibition, % at 11.9 µM; 360,000 tested, 0.26% active; in the data active = inhibition above about 11%
OPRM1-OPRD1 ag = agonists of human mu-delta opioid receptor heterodimerization. activation, % at 9.3 µM. cells, OPRM1-OPRD1 heterodimerization, luminescence. AID 504326. 340,000 tested, 0.3% active; in the data active = activation above about 18%;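 also: 0% = vehicle-treated cells and 100% = reference agonist; values of inactives mirror those of a sister screen read the other way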
MOR-DOR inv ag = inverse agonist of human OPRM1-OPRD1 heterodimerization; AID 504357; P35372+P41143; cell-based MOR-DOR heterodimer luminescence, inverse agonism; inhibition, % at 9.3 µM; 340,000 tested, 0.21% active; in the data active = inhibition above about 22%, passing the limit was not always enough;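 also: 0% = cells with DMSO and 100% = wells without cells with DMSO; values of inactives mirror those of a sister screen read the other way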
PKA-R1A activ = activates the PKA-R1A holoenzyme complex; P00514+P68181; PKA-R1A dissociation, Cy5-IP20 fluorescence polarization; scaled: DMSO 0%, 113 µM cGMP 100%; activation, % at 11.4 µM; 340,000 tested, 0.083% active; AID 504707;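 active = percent activation above the mean of all tested compounds plus 3 SD, cut at about 19% in these data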;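 also: higher means more PKAc released from R1A so a rise in polarization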
* hit, by the source's call; · = not tested or not shown.

SMILES	E coli growth	Arrestin-AP2 inh	DSG3 Ab inh	SUMO Mot1 rescue	Tat export inh	AddAB inh	PfHsp90 yeast 2	phage Ecoli inh	OPRM1-OPRD1 ag	MOR-DOR inv ag	PKA-R1A activ
NCCCC[C@H]1CNC(=O)C(=O)N1CCc1cc(C(F)(F)F)cc(C(F)(F)F)c1	0.2	17	103	6	2	-0.6	·	3.5	-3.1	17	14
CNC(=O)NC(=O)C(c1ccccc1)N(C)CC1COc2ccccc2O1 (stereo not drawn)	-0.6	0	·	0	5	-0.8	-10	0.1	-0.4	3	0
CCOC(=O)C1=C(N)n2c(s/c(=C/c3ccco3)c2=O)=C(C(=O)OC)C1c1ccco1 (stereo not drawn)	-2.4	5	88	-19	-12	1.4	-5	-0.3	0.2	-1	3
COc1ccc(C2=Nn3c(nnc3-c3ccccc3Cl)SC2)cc1OCC1CC1	0.0	4	103	-1	2	-0.1	18	-0.3	1.5	-8	6
CC(=Nc1ccc(C)cc1)c1sc2ccccc2c1O	-2.7	-8	122	30	9	1.4	-2	1.6	5.0	-29	10
CC1(C)CC(=O)C(Sc2nnc(-c3ccc(NS(C)(=O)=O)cc3)n2Cc2ccco2)C(=O)C1	-0.6	-2	102	-21	-2	-2.0	0	-2.8	0.0	0	-6
Nc1nc(F)nc2c1ncn2[C@@H]1O[C@H](CO)[C@@H](O)[C@@H]1O	2.6	0	99	-19	-9	7.6	8	75*	-1.8	10	3
CN(C)/C=C/C(=O)c1ccc([N+](=O)[O-])c(CS(=O)(=O)c2ccccc2)c1	-0.6	-11	98	-23	-1	-0.7	-7	1.3	2.6	-12	6
COc1ccc(/C=N/NC(=O)c2ccc3c(c2)OCO3)cc1	0.3	-5	·	10	2	-0.8	-11	1.2	-1.0	4	-5
COc1cccc(OC)c1C(=O)N1CC(C)OC(C)C1 (stereo not drawn)	0.2	13	104	8	-4	1.6	4	2.4	3.1	-17	0
O=C1/C(=C/c2ccccc2)Nc2ccccc21	-0.2	17	144	11	-7	1.0	-29	1.6	-6.9	36*	-12
O=C(CSc1ccccc1)N1CCN(S(=O)(=O)c2ccccc2)CC1	-2.4	-1	98	44	6	5.0	9	0.8	-0.9	5	-4
Cc1cc(C)nc(NC(=NCc2ccc3c(c2)OCO3)NC(=O)Nc2ccccc2)n1	-1.7	9	96	-9	-3	0.6	8	1.1	2.5	-14	0
Cc1cc(NC(=O)CN2CCC(C)CC2)no1	-0.8	38	93	-3	8	-0.4	-19	0.2	-2.0	10	-4
Oc1ccc(Nc2ccnc3cc(Cl)ccc23)cc1	1.7	8	91	-10	-4	-0.5	7	2.1	2.5	-13	-10
Cc1cc(C)c(OCC(=O)OCC(=O)NCC2CCCCC2)c(C)c1	-2.5	-5	95	1	10	-0.3	14	2.1	2.1	-13	1
Cc1ccc(N(CC(=O)NC2CCCCC2)C(=O)c2ccc(C)s2)cc1	-1.4	-2	85	-9	-1	1.2	1	-0.1	-2.2	12	3
O=S1(=O)C=CC(N2CCOCC2)C1 (stereo not drawn)	2.4	-4	91	-5	-6	0.9	-20	1.7	-2.5	13	12
O=C1c2cccnc2Oc2ccc(Cl)cc2N1Cc1ccc(F)cc1	1.3	7	96	5	3	5.1	4	0.9	2.6	-19	0
Cc1cc(C)c(C(=O)/C=C/c2ccc(C(C)C)cc2)c(=O)[nH]1	-5.5	7	101	9	-7	-0.8	15	1.8	-0.2	1	-11
Cc1nc2ccc(S(=O)(=O)N(C)CC(=O)NC(C)c3ccccc3)cc2s1 (stereo not drawn)	-1.7	2	·	-5	7	1.9	17	4.2	0.1	-1	10
CN(C)S(=O)(=O)c1ccc(C(=O)NCCSc2ccc(Br)cc2)cc1	2.8	3	113	-9	6	4.5	·	5.5	-1.2	6	-7
O=C(Cc1ccccc1)NCCS(=O)(=O)N1CCN(c2cccc(Cl)c2)CC1	0.3	-1	95	-5	3	0.5	·	1.2	-0.1	1	4
COc1ccc(N=C2NC(=O)/C(=C/C=C/c3ccccc3)S2)cc1	-1.8	-1	107	20	-7	-0.2	-6	2.9	-1.9	10	5
Cc1ccccc1C(=O)NNC(=O)c1ccc(Br)cc1	-1.0	24	103	-4	8	1.9	2	3.0	3.7	-27	1
Next entries
SMILES	E coli growth	Arrestin-AP2 inh	DSG3 Ab inh	SUMO Mot1 rescue	Tat export inh	AddAB inh	PfHsp90 yeast 2	phage Ecoli inh	OPRM1-OPRD1 ag	MOR-DOR inv ag	PKA-R1A activ
COc1cccc2c1OC1(C)CC2NC(=O)N1c1cccc(C(=O)N2CCN(c3ccccn3)CC2)c1 (stereo not drawn)	0.2	-3	98	283	-3	1.8	-7	1.8	-1.8	10	4
CCCCN(C(=O)c1ccc(N2CCCC2=O)cc1)c1c(N)n(CCCC)c(=O)[nH]c1=O	0.7	13	100	85	-13	2.6	·	1.1	-3.1	17	-5
C=C1C[C@@]23CCC4[C@@](C)(CCC[C@@]4(C)C(=O)OC)C2CC[C@]1(OC(C)=O)C3 (stereo partly drawn)	-1.8	28	102	-6	-4	0.7	·	0.4	0.2	-1	5
COC(=O)Cn1c(Cc2ccccc2)nc2ccccc21	-0.9	17	102	-8	1	3.4	1	1.4	-3.3	15	-1
CCN=C(N/N=C/c1ccc([N+](=O)[O-])cc1)SC	2.1	-6	100	-16	-7	0.5	7	3.1	-2.0	12	2
CCCCCC(O)(CCN1CCCCC1)c1ccccc1 (stereo not drawn)	-3.4	-6	95	83	-7	-2.5	-11	2.4	-1.1	5	0
Cc1ncc(N=Nc2ccc(F)cc2)c(-c2ccc(Cl)cc2)n1	-0.7	23	105	4	-2	-1.2	·	2.1	-2.4	12	6
COCC(=O)Nc1cc(C(=O)Nc2ccccc2C)ccc1Cl	2.4	28	102	8	0	2.6	7	1.4	-2.3	13	1
O=C(COc1ccc2ccccc2c1)NNC(=O)c1ccc([N+](=O)[O-])cc1	0.2	-6	99	32	-2	2.9	9	5.4	3.0	-17	-4
CCOC(=O)C1CCN(C(=O)COC(=O)CN(C)S(=O)(=O)c2ccc(NC(C)=O)cc2)CC1	-1.2	-18	·	0	-2	1.2	8	3.5	-2.6	13	6
CSc1nc(N(C)NC(=O)c2cccc(C)c2)c2ccccc2n1	-0.1	1	102	-2	3	1.5	10	3.0	-2.7	15	-18
CCC1=C(OC(=O)N(CC)CC)N2C(=O)OC(=NCC3CC3)[C@]2(C)[C@H]2C1=CC[C@H]1C(=O)N(C)C(=O)[C@H]12	0.7	-1	103	289	4	4.2	2	1.3	-3.8	18	-7
Cc1cccc(OCc2nn[nH]n2)c1C	-0.3	15	105	10	5	1.0	-4	1.2	-1.6	8	-1
O=C(O)C1C(c2ccccc2)C(C(=O)Oc2ccc(O)cc2)C1c1ccccc1 (stereo not drawn)	0.6	3	102	-8	1	4.1	·	1.3	-5.0	23	7
COc1ccc(C(=O)Nc2sc(C)c(C)c2CN2CCOCC2)cc1	2.7	-8	100	-4	-3	4.3	2	2.0	-2.3	14	-13
CCOCCCNc1nc2nc3ccc(C)cn3c(=O)c2cc1C(=O)NCC1CCCO1 (stereo not drawn)	2.3	-8	102	2	1	1.9	12	3.3	-2.9	16	-7
Cc1nc2ccc(NC(=O)c3cc([N+](=O)[O-])cc([N+](=O)[O-])c3Cl)cc2s1	-1.5	1	99	60	-7	-0.8	-8	1.9	4.3	-19	-16
Cc1ccc(C2(C)NC(=O)N(CC(=O)NCCC3=CCCCC3)C2=O)cc1 (stereo not drawn)	-0.2	9	·	·	-9	-1.7	-12	0.8	1.3	-8	8
O=c1cc(Nc2ccc3c(c2)OCCO3)[nH]c(=O)n1C1CCCCC1	0.1	3	96	-6	-12	-0.2	-16	4.0	-1.3	7	8
CC(C)(C)c1ccc(C(=O)C2CCCN(C(=O)CN3CCCC3=O)C2)cc1 (stereo not drawn)	-2.0	2	80	4	3	-0.8	-15	2.4	-2.9	14	-6
CC(=O)Nc1cccc(-c2nnc(SCc3ccccc3C#N)n2C)c1	-1.2	2	95	-12	-14	2.8	-9	0.2	-2.3	13	-10
CCC(Sc1ccccn1)C(=O)Nc1nnc(C)s1 (stereo not drawn)	-0.9	-7	104	-6	6	0.2	1	1.1	-1.5	9	-11
O=C(COc1ccccc1C(=O)NCc1ccccc1)Nc1ccccc1	1.6	-6	113	17	-1	1.6	-11	4.3	-1.3	5	1
COc1ccc(C(=O)N2CCN(c3cccc(C)c3C)CC2)cc1S(=O)(=O)NC1CC1	·	-1	101	·	11	·	11	2.1	-1.2	7	-5
CC(=O)NNc1ncnc2c1cnn2-c1ccccc1	-1.3	-13	72	-15	1	2.6	19	6.1	0.5	-2	-8
Additional records follow.
SMILES	E coli growth	Arrestin-AP2 inh	DSG3 Ab inh	SUMO Mot1 rescue	Tat export inh	AddAB inh	PfHsp90 yeast 2	phage Ecoli inh	OPRM1-OPRD1 ag	MOR-DOR inv ag	PKA-R1A activ
COc1cccc(/C(O)=C/C(=O)C(=O)Nc2ccc(S(=O)(=O)NC(C)=O)cc2)c1	0.0	4	100	10	2	2.4	12	0.9	-0.1	1	-8
CC1CCN(C(=O)c2cc3ccccc3c(=O)o2)CC1	2.7	3	94	13	-4	2.0	-7	3.4	-0.6	3	2
Cc1ccc(NC(=O)CCN2C(=O)c3ccccc3C2=O)cc1C	-0.7	-7	106	5	5	0.2	5	·	-3.4	16	1
CCN(CC)C(=O)N1CCc2ccccc21	-0.3	-2	89	-14	-12	-1.1	-7	4.3	-3.5	16	-5
COc1cccc(CN(C)Cc2nc(Cc3ccccc3Cl)no2)c1	-1.7	-25	92	182	14	3.9	-19	5.2	3.5	-17	-8
OC(COCC(F)(F)C(F)(F)C(F)(F)C(F)F)Cn1c2ccccc2c2ccccc21 (stereo not drawn)	-3.6	33	105	10	16	1.2	-12	2.7	3.6	-22	-18
COCCCNS(=O)(=O)c1cc2c3c(c1)C(C)C(=O)N3CCC2 (stereo not drawn)	-0.4	11	98	8	-1	5.4	4	1.9	-1.1	6	-4
CCOc1ccc(-c2cc3cc(OC)c(OC)cc3c(C)n2)cc1	1.4	29	94	2	0	2.0	11	1.1	0.0	0	4
O=C(CSc1nnc(NCc2ccccc2)s1)NC1CCS(=O)(=O)C1 (stereo not drawn)	2.0	8	90	-7	3	0.8	-5	0.1	-1.5	8	7
COc1ccc(S(=O)(=O)Cc2ccc(C(=O)N3CCc4ccccc4C3)o2)cc1	-0.3	17	112	390	2	5.6	5	2.9	-1.9	10	2
COc1cccc(CN(C)CC(=O)Nc2cccc(S(N)(=O)=O)c2)c1OC	1.3	17	102	7	-4	3.0	15	3.7	0.5	-3	2
Cc1[nH]c2ccccc2c1SCC(=O)NC1CCCCC1	0.3	-16	99	8	0	-1.4	-1	2.5	0.3	-2	0

Compound activity as filed in PubChem BioAssay.
